Runt-SMMHC FRET = inhibitors of human RUNX1 Runt domain binding to CBFb-SMMHC | Q01196+Q13951 | Cerulean-Runt/Venus-CBFb-SMMHC FRET ratio 530/480, 1 h | inhibition, % at 20 µM | 0.74% of 220,000 active;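 active means mean inhibition across duplicate retests at 20 µM reaching about 50%, limit read from the data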;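 further: 0% = DMSO wells and 100% = wells with excess untagged CBFb-SMMHC; inhibitors lower the FRET ratio by blocking Runt binding to CBFb-SMMHC; some results filed as inactive read as strong as hits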
TbHK1 inh = T. brucei hexokinase 1 inhibition | recombinant TbHK1, G6PDH-coupled NADH A340 | inhibition, % at 10 µM | 0.11% of 220,000 active | AID 1430;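 active means inhibition of 50% or more in the single-dose primary screen; inactive means inhibition below 50%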
MDM2 E3 inh = inhibitors of human Mdm2 E3 ubiquitin ligase. Q00987. cell-based MDM2 ubiquitination luciferase reporter, 2 h; 0 = plate control, 100 = twice control, blank-subtracted. signal enhancement, % at 5 µM. 0.11% of 210,000 active. AID 1230;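 active means signal enhancement of 30% or more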;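 further: luminescence tracks abundance of the self-degrading MDM2-luciferase fusion protein; higher signal means inhibition of MDM2 E3 ligase activity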
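Material: stable MDM2–luciferase fusion reporter cells / Quantity: 2000 cells/well / Dosing: single 5 µM compound dose, 0.2% final DMSO / Buffer or medium: DMEM / Schedule: 4 h cell settling then 2 h compound exposure, 37 °C / Detection: luminescence with SteadyLite reagent, 15 min at room temperature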
p47phox inh = inhibitors of human p47phox binding; inhibition, % at 24.7 µM; 0.53% of 220,000 active; p47phox/p22phox peptide binding, fluorescence polarization, 2 h; P14598;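 active means inhibition above about 30%, limit read from the data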;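 further: 0% = p47phox with labelled peptide and 100% = labelled peptide alone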
Target sequence (P14598 whole entry, looked up): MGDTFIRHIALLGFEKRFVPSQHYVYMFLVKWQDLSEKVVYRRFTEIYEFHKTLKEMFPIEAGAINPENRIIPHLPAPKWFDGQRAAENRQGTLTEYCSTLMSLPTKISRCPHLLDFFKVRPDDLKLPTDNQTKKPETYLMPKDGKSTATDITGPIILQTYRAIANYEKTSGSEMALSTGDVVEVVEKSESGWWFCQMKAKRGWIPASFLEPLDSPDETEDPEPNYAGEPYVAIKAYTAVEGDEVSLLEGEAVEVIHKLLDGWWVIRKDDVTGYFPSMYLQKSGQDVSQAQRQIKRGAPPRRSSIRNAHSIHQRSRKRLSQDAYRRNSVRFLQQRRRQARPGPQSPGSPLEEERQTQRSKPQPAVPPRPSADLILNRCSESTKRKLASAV
14-3-3 Bad PPI = disrupts binding of bovine 14-3-3 zeta to phospho-Bad peptide; P63103; TR-FRET 14-3-3zeta/Dy647-pBad peptide displacement, 1 h; inhibition, % at 21.7 µM; 0.71% of 220,000 active; AID 781;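 active means inhibition above about 70%, limit read from the data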;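 further: 0% = full 14-3-3 plus peptide FRET controls and 100% = background without 14-3-3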
Target sequence (P63103 whole entry, looked up): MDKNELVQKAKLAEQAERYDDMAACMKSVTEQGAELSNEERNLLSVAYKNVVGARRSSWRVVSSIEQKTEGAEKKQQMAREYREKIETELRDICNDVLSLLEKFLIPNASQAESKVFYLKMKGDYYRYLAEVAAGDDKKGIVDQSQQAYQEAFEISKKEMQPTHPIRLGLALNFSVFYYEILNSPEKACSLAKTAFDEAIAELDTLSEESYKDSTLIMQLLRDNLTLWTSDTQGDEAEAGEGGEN
Hck-Nef inh = human Hck-Nef kinase inhibition; inhibition, % at 20 µM; 0.68% of 220,000 active; Recombinant Hck-YEEI plus Nef, Z-Lyte FRET kinase assay; AID 463187;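 active means Hck-Nef kinase inhibition above about 50%, limit read from the data; inactive means inhibition below that limit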;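 further: 0% = DMSO with Hck plus Nef and 100% = Hck alone without Nef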
Runt-CBFb FRET = Runt domain-CBFb interaction inhibition; Q01196+Q13951; Cerulean-Runt/Venus-CBFb FRET ratio 530/480, 1 h; inhibition, % at 20 µM; 0.46% of 220,000 active; AID 1496;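 active means inhibition over about 50% at 20 µM in the single-dose screen, limit read from the data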;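 further: 0% = DMSO wells and 100% = excess unlabeled CBFb competitor control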
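Assay system: Cerulean-Runt domain / Medium: Tris 50 mM pH 7.5, KCl, K2SO4, 0.01% BSA / Timing: protein complex preformed 1 h, compound exposure 1 h, room temperature, dark / Measured by: FRET, excitation 422 nm, emission at 530 and 480 nm / Evaluation: loss of energy transfer signal / Control set: 5 µM unlabeled CBFb as full-inhibition high control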
EBV gp42 inh = inhibitors of Epstein-Barr virus glycoprotein 42 | Q1HVG2 | inhibition, % (tested at 21.74 µM) | Fluorescence polarization binding assay, mP read-out | AID 1085 | 0.42% of 220,000 active; in the data active means inhibition above about 50%
Target sequence (Q1HVG2 whole entry, looked up): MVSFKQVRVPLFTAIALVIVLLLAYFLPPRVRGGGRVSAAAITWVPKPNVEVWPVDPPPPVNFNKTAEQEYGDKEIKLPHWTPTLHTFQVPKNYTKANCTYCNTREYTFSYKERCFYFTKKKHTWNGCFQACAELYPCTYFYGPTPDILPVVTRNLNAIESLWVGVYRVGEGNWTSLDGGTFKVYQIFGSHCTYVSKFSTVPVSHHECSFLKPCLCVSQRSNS
L929 necroptosis = blocks zVAD induced death of L929 cells; L929 zVAD necroptosis rescue, ATP luminescence, 24 h; with zVAD 60 µM; viability rescue, % at 10 µM; 0.38% of 220,000 active; AID 1377;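 active means activation, scaled between plate controls, above about 75%, limit read from the data; inactive means activation under that limit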;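 further: 0% = zVAD with DMSO and 100% = DMSO alone without zVAD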
An asterisk follows results filed as active; . = no result given; [ ] = dose if it differs, or a comment.

SMILES	Runt-SMMHC FRET	TbHK1 inh	MDM2 E3 inh	p47phox inh	14-3-3 Bad PPI	Hck-Nef inh	Runt-CBFb FRET	EBV gp42 inh	L929 necroptosis
O=C1OC(C(=O)Nc2ccccc2)Cc2ccccc21 (centres undefined)	0	4	-12	0	-6	13	-2	-16	1.1
O=C(OCCCCN1C(=O)c2ccccc2C1=O)c1n[nH]c2ccccc12	76	0	6	-6	1[fluorescence artefact?]	1	-3	-21	0.4
S=c1[nH]ccn1Cc1ccccc1	-3	1	-6	6	-10	9	6	-11	0.3
O=C(NCc1ccccn1)C12CC3CC(CC(C3)C1)C2	3	-1	-7	0	-9	15	-1	4	12
CC(=O)Nc1ccc(S(=O)(=O)NCCSCc2ccco2)cc1	-3	-1	-16	-15	-3	0	1	6	0.1
CCOC(=O)c1cnc2ccc(C)cc2c1Sc1ccccc1C(=O)OC	-5	-15	12	-8	3	1	-3	-18	0.3
COc1ccc(CC(=O)NNC(=O)CCc2ccccc2)cc1OC	-3	3	-6	4	-8	-8	0	-3	1.1
Cn1c(=O)c2c(nc(CN3CCN(CCO)CC3)n2CCc2ccccc2)n(C)c1=O	36	2	-6	11	-1	12	0	-5	1.1
Cc1ccc(N(CC(=O)N/N=C/c2cccc(Br)c2)S(C)(=O)=O)cc1	2	26	2	-8	-15	8	-2	-13	0.7
O=C(CCN1C(=O)c2ccccc2C1=O)Nc1ccncc1	-10	2	-12	-7	-5[fluorescence artefact?]	0	-1	-18	0.9
O=C1CC(NCc2cccs2)C(=O)N1c1ccc(Cl)cc1 (centres undefined)	-8	0	-2	-2	-1	-18	2	12	-1.0
N/C(=N\OS(=O)(=O)c1cc(Cl)ccc1Cl)c1ccncc1	-1	1	-1	1	8[fluorescence artefact?]	1	2	-23	-0.8
CCNS(=O)(=O)c1ccc2c3c(cccc13)C(=O)N2	17	-24	-3	0	-6[fluorescence artefact?]	5	16	-1	-0.6
O=C(Nc1ccc2c(c1)OCO2)c1ccc(N2C(=O)c3ccccc3C2=O)cc1	-5	0	-7	-27	33	3	0	-4	0.6
O=C(NCc1ccncc1)C(=O)NCC1OCCCN1S(=O)(=O)c1ccccc1 (centres undefined)	4	-6	5	-5	-15	-6	-1	2	2.1
Cn1nnnc1NCc1ccc(Cl)cc1	0	1	-4	4	2	4	-2	-2	0.6
Cc1nonc1NC(=O)CSc1nnc(-c2ccoc2C)n1C	-7	0	-11	-22	1	-2	-2	-21	0.5
C=CCSc1n[nH]c2nc3c(c(=O)n12)C1(CCCC1)Cc1ccccc1-3	31	-1	5	-14	13[fluorescence artefact?]	15	18	-14	-0.1
O=C(COC(=O)c1ccc(S(=O)(=O)N2CCOCC2)cc1)Nc1nc(-c2ccccc2)cs1	-8	0	-30	-5	3	1	0	4	0.2
CCOc1ccc(N(CC(=O)Nc2ccccc2C)S(=O)(=O)c2c(C)noc2C)cc1	-9	3	-9	-5	1	0	1	-16	-1.1
COc1ccc(N=C2SC(C(=O)O)CC(=O)N2Cc2ccc(OC)c(OC)c2)cc1 (centres undefined)	-3	-7	21	-10	1	0	-2	-19	-0.4
NC(=O)C(=O)N/N=C/c1cccc(C(F)(F)F)c1	0	0	-1	-3	-3	-29	-1	-11	1.1
CC(C)(C)c1ccc(C(=O)Cn2nc(C(=O)O)c3ccccc3c2=O)cc1	0	3	-10	12	5	34	-3	-1	22
Cc1ccc(C2C3=C(CC(C)(C)CC3=O)Nc3n[nH]c(C)c32)cc1 (centres undefined)	-7	-17	-18	-11	-2	-1	-1	-2	0.2
COC(=O)c1c(NC(=O)C2SC(=NC3CCCCC3)C(C(N)=O)=C2N)sc2c1CCCC2 (centres undefined)	5	-22	-18	-1	7	5	10	6	-0.4
O=C(CCC(=O)OCc1ccc(Br)cc1)Nc1ccccc1	4	7	-2	-10	6	1	-2	-12	-0.5
COCCCNc1nc2nonc2nc1N1CCC(C(C)N2CCOCC2)CC1 (centres undefined)	-1	-34	-3	-15	-3	1	-1	4	-0.1
C=CCOC(=O)C1=C(C)NC(SCC(=O)Nc2ccccc2)=C(C#N)C1c1ccco1 (centres undefined)	-4	-13	-9	1	12	-1	2	-9	0.1
Cc1nc2ccc(Cl)cn2c1C(=O)NN	-3	-3	0	0	-12	3	-2	-15	-0.2
CCNc1nc(NC(C)CC)nc(ON=C(C)C)n1 (centres undefined)	-2	9	-8	3	-12	13	1	-7	4.0
COc1cc(NC(=O)C(=O)NCCN2CCNCC2)c(OC)cc1Cl	-1	-7	-10	2	-6	-7	.	6	1.1
CCNc1nc(N)c(C(=C(C#N)C#N)c2ccccc2)s1	32	0	-9	-10	14	11	7	-13	0.4
CCc1cc2c(cc3c(=O)n(CC(=O)N4CCN(c5ccccn5)CC4)nc(CC)n32)s1	0	-4	22	0	8	8	-2	-3	1.8
O=C(Nc1ccc(-c2nc3ccccc3s2)c(O)c1)C1=COCCO1	128*	-13	-48	-19	35[fluorescence artefact?]	67*	59*	-2	1.9
OC1(c2cccc(C(F)(F)F)c2)CCN(Cc2nc(-c3cnccn3)no2)CC1	2	-5	-26	1	-4	24	1	-6	5.3
O=C(COC(=O)c1ccc(Sc2ccccc2)c([N+](=O)[O-])c1)NC1CCCc2ccccc21 (centres undefined)	-8	-9	3	-14	-9	-1	2	-9	-0.2

The closing 4 compounds of the section above are carried over, then new ones follow:
SMILES	Runt-SMMHC FRET	TbHK1 inh	MDM2 E3 inh	p47phox inh	14-3-3 Bad PPI	Hck-Nef inh	Runt-CBFb FRET	EBV gp42 inh	L929 necroptosis
CCc1cc2c(cc3c(=O)n(CC(=O)N4CCN(c5ccccn5)CC4)nc(CC)n32)s1	0	-4	22	0	8	8	-2	-3	1.8
O=C(Nc1ccc(-c2nc3ccccc3s2)c(O)c1)C1=COCCO1	128*	-13	-48	-19	35[fluorescence artefact?]	67*	59*	-2	1.9
OC1(c2cccc(C(F)(F)F)c2)CCN(Cc2nc(-c3cnccn3)no2)CC1	2	-5	-26	1	-4	24	1	-6	5.3
O=C(COC(=O)c1ccc(Sc2ccccc2)c([N+](=O)[O-])c1)NC1CCCc2ccccc21 (centres undefined)	-8	-9	3	-14	-9	-1	2	-9	-0.2
COc1ccc(NC(=O)C2C3C=CC(O3)C2C(=O)NCc2cccnc2)cc1 (centres undefined)	3	-7	-2	-14	7	-2	-2	-20	1.7
O=C(O)C1CCN1C1CCCCC1 (centres undefined)	-2	8	-8	-26	5	0	-1	0	0.2
CCc1ccc(NC(=O)c2cc3c(C)nc4ccccc4c3o2)cc1	2	-12	-6	25	13	29	-4	-6	-1.2
CCN(CCO)c1ncnc2c1sc1nc(CC(C)C)c3c(c12)CC(C)(C)OC3	-8	-19	-9	-10	3	-4	-12	7	0.5
CCOC(=O)c1c(-c2ccc(C)cc2)csc1NC(=O)c1cccc(N2C(=O)CCC2=O)c1	-3	-10	0	-9	-1[fluorescence artefact?]	2	-4	0	0.4
COc1ccc(OC)c(C(=O)COC(=O)c2ccc(C)o2)c1	-10	-5	-21	-6	-3	2	-2	-29	1.1
COC(=O)c1nn(-c2ccc3c(c2)CCN3C(C)=O)cc1O	-6	-26	-85	23	-2	10	.	-20	-0.1
O=C(N/N=C/c1ccccc1[N+](=O)[O-])c1ccc(CN2CCOCC2)cc1	2	-16	-1	-10	12[fluorescence artefact?]	2	4	-9	0.4
CCCc1ccc(O)c(N=Cc2cc(Br)cc(OCC)c2O)c1	-73	5	-4	-184	8	29	-24	-11	7.9
Cc1ccc(-n2sc3ccccc3c2=O)cc1S(=O)(=O)N1CCCCC1	22	93*	-9	85*	50[fluorescence artefact?]	115*	-35	13	-0.6
CCOC(=O)c1c(NC(=O)CSc2nnnn2C)sc(C)c1C	-10	-4	-4	-3	-10	-1	-2	-8	0.8
CC(C)c1ccccc1NC(=O)COC(=O)Cc1cccc(C(F)(F)F)c1	-1	3	.	-5	0	4	0	0	1.6
O=C(O)CCC(NC(=S)Nc1ccccc1)C(=O)O (centres undefined)	0	0	3	1	-6	4	3	5	-0.4
COc1cc(S(=O)(=O)N2CCCC2)c(C)cc1C	-5	2	-37	2	-12	-1	0	-4	2.0
O=c1[nH]cnc(O)c1C(c1ccc(Br)cc1)c1c(O)nc[nH]c1=O	1	1	-12	-12	3	-7	0	-15	-0.3
COc1ccc2nc(SCC(=O)NCc3ccc4c(c3)OCO4)[nH]c2c1	-2	-2	-4	-10	-2	6	1	-12	1.7
CCOc1ccccc1NC(=S)NCCc1ccc(F)cc1	4	0	2	-9	-20	19	2	-15	5.1
O=c1[nH]c2ccccc2c(O)c1-c1cc2ccccc2oc1=O	0	-6	-7	4	-8	21	1	-5	-0.1
COc1ccccc1N1CCN(CC(=O)c2ccc3ccn(C(C)=O)c3c2)CC1	2	-11	-10	-19	-1	1	3	-6	1.6
Cc1cc(-c2nn(-c3ccccc3F)cc2CN2CCN(c3ccccn3)CC2)c(C)s1	0	-16	-6	-2	-1	3	-1	1	0.8
OCC1(Cc2ccccc2)CCCN(C2CCCC2)C1 (centres undefined)	1	-2	-6	-5	-6	12	0	-11	-0.5
CC(C)CN(C(=O)CN1CCN(c2ccc(F)cc2)CC1)c1c(N)n(CC(C)C)c(=O)[nH]c1=O	-2	-4	-4	1	-4	-1	0	-3	0.6
CCCCCOc1ccc(NC(=O)CCCC(=O)O)cc1	2	1	-16	-15	14	0	1	-26	0.1
O=c1cc(O)c2c(=O)n(-c3ccccc3)c3ccccc3c2o1	0	-9	-15	-19	6	1	3	-16	-0.5
C=CCc1ccc(OCCCOc2ccc(C(=O)O)cc2)c(OC)c1	-9	0	-16	2	-10	-5	-1	-13	1.1
Cc1nc2ccccc2n1C1CC(=O)N(Cc2ccccc2)C1=O (centres undefined)	-1	-4	-11	1	8	-23	2	9	0.2
CC(=O)c1nc(N2C(=O)C3CC=C(C)CC3C2=O)sc1C (centres undefined)	6	7	1	-11	-3	7	1	-21	-1.0
C/C(=N\Nc1ccccc1Cl)c1ccc(-n2ccnc2)cc1	-4	-6	-14	0	-9	38	-4	-9	1.1
Cc1nc(N)sc1N=Nc1ccc(Br)cc1	-11	1	-13	7	-1[fluorescence artefact?]	1	-7	7	2.9
Cc1ccc(C)c(NC(=O)CSc2ccc(-c3ccco3)nn2)c1	11	1	-17	-6	5	2	24	-8	0.9
CC(C)CCN(C(=O)CNC(=O)c1cccs1)C(C(=O)NC1CCCC1)c1ccncc1 (centres undefined)	-4	-8	5	3	-4	3	-1	-1	0.6
Cc1noc(C)c1C(=O)N1CCC(Cc2ccccc2)CC1	-5	-2	-26	-4	-8	0	0	-3	0.2

Random draw from the library; overall some 3.2% were active at least once.
